NPC1 promoter act: activates the NPC1 promoter | Potency, µM (series often up to 9.22 µM), inactives show top-dose activation, usual class: activators | 320,000 compounds, 2.4% hits | Huh7 NPC1 promoter luciferase reporter, 24 h;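 also: potency is read from the fitted curve at half-maximal effect; % of control where 0% means no effect; nearly all actives have a fitted effect of over 60% in size; reporter is driven by a mutant NPC1 promoter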
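Huh7 cells stably carrying NPC1 promoter–luciferase, plated in Opti-MEM with 10% FBS for 2 h, were exposed to compound in DMSO for 24 h at 37 °C; luciferase reagent was added for 10 min and luminescence read.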
Rab9 prom act: Rab9 promoter activation | Huh7 Rab9 promoter-luciferase reporter, luminescence, 24 h | Potency, µM (highest dose often 9.22 µM), for the others: top-dose activation, negative = inhibition, hits mostly activators | 320,000 compounds, 2.8% hits | AID 485297; also: potency is read from the fitted curve at half-maximal effect; % of control where 0% means no effect; nearly all actives have a fitted effect of over 60% in size
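Huh7 cells stably carrying Rab9 promoter–luciferase reporter, plated 1500 cells/well, compound added after 2 h and incubated 24 h at 37 °C; luciferase luminescence then read after 10 min with detection reagent.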
RORg inh: inhibitors of mouse ROR gamma transcriptional activity. P51450. Drosophila S2 Gal4-RORgamma UAS-luciferase reporter, 20 h. Potency, µM (top dose mostly 53.6 µM), inactives show top-dose activity change, negative = inhibition, hits mostly inhibitors. 310,000 compounds, 5.4% hits. AID 2551; also: potency is read from the fitted curve at half-maximal effect; % is scaled to controls: 0 for no effect and ±100 for the full control effect; nearly all actives have a fitted effect of over 60% in size
Target sequence (P51450 whole entry, looked up, the tested form may be a part): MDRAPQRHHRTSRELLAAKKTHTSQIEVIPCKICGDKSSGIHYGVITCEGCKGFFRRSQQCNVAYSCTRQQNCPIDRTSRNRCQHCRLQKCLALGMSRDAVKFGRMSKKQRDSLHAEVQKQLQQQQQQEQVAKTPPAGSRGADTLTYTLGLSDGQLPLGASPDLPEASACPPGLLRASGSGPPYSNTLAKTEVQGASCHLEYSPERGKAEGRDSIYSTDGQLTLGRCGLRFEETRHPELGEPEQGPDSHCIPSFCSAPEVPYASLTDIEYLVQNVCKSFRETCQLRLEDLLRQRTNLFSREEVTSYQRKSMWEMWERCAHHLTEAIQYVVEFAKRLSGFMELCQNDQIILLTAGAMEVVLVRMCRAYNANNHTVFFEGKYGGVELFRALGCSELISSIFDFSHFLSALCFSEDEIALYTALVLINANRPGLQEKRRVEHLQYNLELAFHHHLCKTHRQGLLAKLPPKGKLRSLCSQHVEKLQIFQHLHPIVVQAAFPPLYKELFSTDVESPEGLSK
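Schneider cells (Drosophila), stable Gal4 DBD–ROR gamma + UAS-luc; 1 hr cmpd preincubation; Cu2+ induction 700 uM final; 20 hr ambient; luminescence.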
Tb PFK inh: blocks T. brucei phosphofructokinase; Potency, µM (series often up to 57.5 µM), for inactives: top-dose activity, negative = inhibition, usual class: inhibitors; 330,000 compounds, 0.17% hits; T. brucei PFK, ADP-Glo luminescence;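 also: potency is read from the fitted curve at half-maximal effect; 0% = uninhibited 1x PFK enzyme wells and -100% = no-enzyme wells; nearly all actives have a fitted effect of over 60% in size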
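Compounds were pin-transferred as a titration series up to 57 uM into substrate buffer (0.5 mM F6P, 0.1 mM ATP, pH 8.0), then 1.25 nM PFK was added and reactions ran 45 min before ADP-Glo detection.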
p53 reactivation: restores transcriptional activity of mutant p53 | H1299 p53-A138V BP100-luciferase reporter, luminescence, 24 h | Potency, µM (series often up to 92.2 µM), for inactives: at the top dose activity change, positive = activation, hits mostly activators | 320,000 compounds, 0.063% hits | AID 504706; also: potency is read from the fitted curve at half-maximal effect; % of control where 0% means no effect; nearly all actives have a fitted effect of over 45% in size
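H1299 (p53-null), stable ts p53-A138V + BP100-Luc; 1000 cells/well, Opti-MEM/10% FBS; cpd 4 pt, 1:5; 24 h, 37 deg C, 5% CO2; detection reagent 10 min RT; luminescence.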
FLuc modulator: firefly luciferase modulation, counter-screen for miR-21 project | AID 588342 | 360,000 compounds, 6.9% hits | Potency, µM (doses to about 57.5 µM), for inactives: top-dose activity change, negative = inhibition, hits mostly inhibitors | purified FLuc, Km substrates, luminescence inhibition;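 also: potency is read from the fitted curve at half-maximal effect; plate controls were vehicle for no effect and reference inhibitor for full effect; nearly all actives have a fitted effect of over 55% in size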
Target sequence (P08659 whole entry, looked up): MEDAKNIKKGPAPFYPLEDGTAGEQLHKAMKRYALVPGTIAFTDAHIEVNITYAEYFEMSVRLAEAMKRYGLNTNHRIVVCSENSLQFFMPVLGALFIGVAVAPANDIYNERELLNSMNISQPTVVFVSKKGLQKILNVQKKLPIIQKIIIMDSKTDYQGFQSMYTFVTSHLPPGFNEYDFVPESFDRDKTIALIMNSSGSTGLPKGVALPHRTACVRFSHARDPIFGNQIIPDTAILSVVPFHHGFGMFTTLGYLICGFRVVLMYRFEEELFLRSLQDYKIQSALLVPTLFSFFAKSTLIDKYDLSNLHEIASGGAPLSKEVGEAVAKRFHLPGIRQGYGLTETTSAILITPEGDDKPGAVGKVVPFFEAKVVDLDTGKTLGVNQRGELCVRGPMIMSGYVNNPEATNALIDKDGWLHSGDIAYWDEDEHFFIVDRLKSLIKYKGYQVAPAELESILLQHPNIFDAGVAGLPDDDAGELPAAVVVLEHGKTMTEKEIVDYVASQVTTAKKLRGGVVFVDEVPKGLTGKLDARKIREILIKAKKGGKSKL
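Biochemical qHTS of compounds, final roughly 60 µM downward over six points, against 10 nM purified firefly luciferase using Km concentrations of substrates (10 uM D-luciferin, 10 uM ATP) in Tris acetate pH 7.5 buffer; luminescence output.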
TRPV1 ag: activates the human vanilloid receptor TRPV1; TRPV1-expressing cells, Fluo-8 calcium influx, agonist mode; activation, % at 8.33 µM; 320,000 compounds, 0.19% hits; AID 540275; in the data active = activation above about 80%; inconclusive = between about 30% and that limit; also: 0% is about no effect
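Cells expressing TRPV1 were dye-loaded with Fluo-8 and read kinetically: 10 s baseline, 3 min after compound (agonist portion), then 2 min after EC20 capsaicin (allosteric enhancer portion). Calcium-bound dye fluorescence at 480/520 nm.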
VP16 counter: inhibits Gal4-VP16 luciferase reporter, ROR gamma counter-screen. Drosophila S2 Gal4-VP16 UAS-luciferase, luminescence, 20 h. Potency, µM (doses to about 53.6 µM), for the others: at the top dose activity, negative = inhibition, hits mostly inhibitors. 310,000 compounds, 3.5% hits;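 also: Gal4-VP16 expression switched on by copper sulfate through the metallothionein promoter; potency is read from the fitted curve at half-maximal effect; % is scaled to controls: 0 for no effect and ±100 for the full control effect; nearly all actives have a fitted effect of over 50% in size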
ELG1 genotoxic: inducers of genotoxicity in HEK293T ELG1-luciferase cells | HEK293T ELG1-luciferase reporter, luminescence, 16 h | Potency, µM (doses to about 46 µM), inactives show top-dose activity change, positive = activation, hits mostly activators | 330,000 compounds, 1.3% hits | AID 504466; also: potency is read from the fitted curve at half-maximal effect; % of control where 0% means no effect; nearly all actives have a fitted effect of over 60% in size
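Quantitative HTS format in 1536-well plates. HEK293T ELG1-luciferase reporter cells receive test compound and are incubated 16 hr at 37 °C, 5% CO2; ONE-Glo added, 30 min room temperature, then luminescence read.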
ELG1 DNA repair: inhibitors of ELG1-dependent DNA repair in HEK293T cells. 330,000 compounds, 2.3% hits. HEK293T ELG1-luciferase reporter, luminescence, 16 h; DNA damage induced by 5-fluorouridine. Potency, µM (doses to about 46.1 µM), without a hit: top-dose activity change, negative = inhibition, hits mostly inhibitors; also: potency is read from the fitted curve at half-maximal effect; % is scaled to controls: 0 for no effect and ±100 for the full control effect; nearly all actives have a fitted effect of over 55% in size
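5-Fluorouridine DNA damage + compound/DMSO, 2,000 cells/well, 16 h, 37 °C/5% CO2. ONE-Glo, 30 min RT, luminescence. Readout = decrease in reporter signal.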
BRCA1 expr act: BRCA1 expression activation | AID 624202 | Potency, µM (top dose mostly 46.1 µM), for inactives: top-dose activation, hits mostly activators | 380,000 compounds, 1.1% hits | MCF7-BRCA1-FFLuc reporter, luminescence, 48 h; response scale: scaled: vehicle 0%, 10 µM genistein 100%; also: potency is read from the fitted curve at half-maximal effect; nearly all actives have a fitted effect of over 80% in size; some results filed as inactive show a strong effect at the top dose
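MCF7 cells carrying a BRCA1-firefly luciferase reporter (2000 cells/well, phenol-red free MEM) were attached for 2 h at 37 °C, then given compounds for 48 h. Luminescence was read 15 min after luciferase reagent; activity normalized to genistein (10 microM) and DMSO.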
Starred values were filed as active, the others as inactive; ? = inconclusive; nt = no result given; & = joins results of further samples; [ ] = remark or other dose. Unless noted, calls follow the shape of the dose curve; as a rule, active = well fitted curve in the direction sought with a large enough effect; inconclusive = small, poorly fitted or top-dose-only effect, or another doubt; inactive = no such curve, though single readings can be large; an effect the other way counts as inactive or inconclusive.

SMILES	NPC1 promoter act	Rab9 prom act	RORg inh	Tb PFK inh	p53 reactivation	FLuc modulator	TRPV1 ag	VP16 counter	ELG1 genotoxic	ELG1 DNA repair	BRCA1 expr act
Cc1cccc(C(=O)NCC(=O)N2CCN(c3ccc(Cl)cc3)CC2)c1	-2%	-2%[1.84 µM]	-17%	-3%	-5%	0%	8	-1%	-11%	?	-19%
Cc1ccc(C23CC4CC(CC(NC(=O)N5CCN(C)CC5)(C4)C2)C3)cc1	1%	-5%	13µM*	-1%	-4%	0%	16	-23%	-2%	4%	-29%
CCOc1ccc(C2/C(=C(/O)c3ccc(F)cc3)C(=O)C(=O)N2CCCN(C)C)cc1 (centres undefined)	2%	-8%	11%	4%	-10%	1%	6	-10%	4%	3%	-3%
CCN1C(=O)c2ccccc2S(=O)c2ccc(C(=O)N3CCOCC3)cc21 (centres undefined)	-2%	0%	7%	-1%	2%	-3%	2	10%	5%	?	-2%
S=C(NCCc1ccccc1)Nc1ccc(Cl)cc1	24%	23%	6.3µM*	0%	?	17µM*	?	?	12%	?	?
Cc1onc(-c2ccccc2Cl)c1C(=O)N1CCC(Cc2ccccc2)CC1	-6%	-1%	-1%	1%	4%	2%	22	?	-14%	17%	-27%
COc1ccccc1NC(=O)c1c([N+](=O)[O-])cnn1C	11%	-3%	-14%	2%	nt	1%	5	-1%	-1%	-1%	-54%
COc1cccc(C(=O)Nc2ccc3[nH]ncc3c2)c1	2.8µM*	3.5µM*	-33%	-1%	nt	11µM*	?	-30%	?	?	78%
COC(=O)c1ccc(NCN2C(=O)C3C4CCC(C4)C3C2=O)cc1 (centres undefined)	-1%	-3%	20%	0%	-5%	-1%	-7	6%	13%	?	-3%
Cc1ccc(CN(C(=O)c2ccco2)C(C(=O)NC2CCCC2)c2ccc(N3CCOCC3)cc2)cc1 (centres undefined)	-2%	2%	?	-1%	-3%	9%	17	-8%	-2%	-14%	0%
CCCCN1C[C@H](C)[C@@H](CC(=O)NCc2ccccc2)C1=O	-3%	3%	18%	0%	nt	6%	2	-6%	2%	5%	1%
CCCOc1cccc(-c2cc(C(=O)NNC(=S)NCC)c3ccccc3n2)c1	21%	?	?	-1%	?	0.76µM*	?	?	27%	17%	3%
N#Cc1ccc(NC(=O)c2cc(=O)c3ccccc3o2)cc1	0%	-5%	-3%	1%	0%	0%	4	-2%	?	-6%	15%
Cc1nsc2c1ccc1ccccc12	-3%	-9%	13%	1%	2%	?	2	-6%	2%	8%	-9%
COc1ccc(CCNc2oc(COc3ccccc3Cl)nc2C#N)cc1OC	-2%	-1%	?	6%	-10%	0%	7	-30%	-6%	23µM*	-19%
Cn1nnc(C(O)CNCc2cccs2)n1 (centres undefined)	-2%	7%	21%	0%	9%	0%	1	0%	0%	3%	-1%
CCn1c(CNC(=O)c2cccc(C)c2)nnc1SCC(=O)NC1CCCC1	0%	3%	-4%	0%	-9%	0%	-1	-3%	0%	6%	3%
COc1cccc(N/C=C/C(=O)c2ccc(Cl)cc2)c1	0.5µM*	0.5µM*	10µM*	-1%	?	0.54µM*	13	13µM*	1.2µM*	?	?
O=C(Cn1nc(-c2ccc(F)cc2)ccc1=O)Nc1ccc(C(=O)NC2CC2)cc1	3%	-1%	7%	1%	-11%	-3%	0	16%	0%	0%	-11%
CCOC(=O)CN(C(=O)CSc1nnc(-c2ccncc2)n1CCCN(C)C)c1ccccc1	-4%	-7%[1.84 µM]	-16%	0%	-1%	4%	16	6%	-5%	-5%	-4%
CS(=O)(=O)Nc1ccc(C(=O)NCCSCc2c(F)cccc2Cl)cc1	0%	1%	2%	-1%	-5%	-2%	?	-1%	-1%	-4%	-22%
Cc1ccc(C2=Nc3ccccc3N(C(=O)c3ccccc3)C(C)C2)cc1 (centres undefined)	-4%	-3%	-1%	7%	-3%	4%	25	0%	-1%	-13%	-17%
CC1(C)CC(=O)C2=C(C1)N=C1SCCC(=O)N1C2c1cccc([N+](=O)[O-])c1 (centres undefined)	1%	-1%	34%	5%	0%	-1%	1	17%	-4%	-12%	-2%
CCn1c(COc2ccc(Cl)cc2)nnc1SCC(=O)Nc1ccc2c(c1)OCO2	-1%	-4%	-7%	-1%	-6%	0%	2	-6%	-1%	-14%	-7%
CN(Cc1ccc(C(C)(C)C)cc1)C(=O)Cc1ccc(S(=O)(=O)N2CCOCC2)s1	-5%	0%	nt	8%	-5%	-7%	?	nt	-5%	?	-30%
CCCCCCC(=O)Nc1ccc(C(=O)N2CCCC2)cc1	-1%	1%	16%	-2%	-4%	-10%	1	-3%	0%	3%	8%
COc1ccc2nc(C)cc(SCC(=O)O)c2c1	-3%&-4%	-6%&-2%	6%&-13%	0%&0%	10%&15%	5%&4%	2&-3	7%&-11%	1%&-1%	0%&-2%	8%&1%
Cc1cc(/C=N/n2cnnc2)c(C)n1-c1ccc(OCc2ccc(F)cc2)cc1	-15%	-16%	-17%	-2%	13%	3%	15	?	-4%	?	-52%
COc1ccc(-n2c(-c3ccc(Cl)cc3)c[nH]c2=S)cc1	0%	1%	0.45µM*	-17%	-3%	-3%	-3	2.8µM*	0%	0%	6%
COc1ccc(-c2cc(-c3ccccc3)c(C#N)c(SCC(=O)Nc3ncc(C)s3)n2)cc1	-4%	-10%	20%	0%	-4%	5%	-1	9%	-1%	?	-41%
CCOc1cc(C(=O)NC)cc(OCC)c1OCC	2%	-1%	-15%	0%	14%	-1%	-1	-11%	-1%	-1%	6%
CCN(CC)CCn1c2ccc(Cl)cc2c2nc(C)sc21	-1%	-7%	-37%	4%	-4%	-1%	3	-3%	-4%	?	-28%
Cc1cc(C(F)(F)F)nc(SCC(=O)NC2=NC(=O)C(C)S2)n1 (centres undefined)	9%	-7%	-19%	1%	2%	-1%	1	4%	1%	-4%	11%
Fc1ccccc1C1CCN(Cc2nc(CC3CC3)no2)C1 (centres undefined)	?	?	16%	-2%	3%	17µM*	16	-8%	?	?	?
CC(C)(C)NC(=O)Nc1cccc(Cl)c1Cl	4%	1%	9%	-4%	-3%	-1%	?	27%	-4%	-12%	1%
N#CC1=C(S)N=C(N)C(c2nc(-c3ccccc3)cs2)C12CCCC2 (centres undefined)	0%	0%	10µM*	-4%	2%	?	-1	-21%	4%	1%	-18%
COc1ccc(C(=O)NCCc2nnc(SCc3nc4ccccc4c(=O)[nH]3)n2C)cc1	-1%	-1%	-3%	6%	0%	2%	2	1%	6%	7%	0%
CN(C)CCCN(C(=O)c1ccc(S(=O)(=O)N2CCCC2)cc1)c1nc2ccc(Br)cc2s1	-2%	-14%	?	2%	14%	2%	3	?	-3%	4%	-35%
CCN1C(=O)N(CC)C2NC(=S)NC21 (centres undefined)	-2%	-3%	12%	0%	-2%	10%	-2	17%	-3%	-14%	-36%
O=C(Nc1ccc(CN2CCOCC2)cc1)c1ccc(-c2ccc(Br)cc2)o1	-1%	-7%	-38%	1%	-14%	?	12	-26%	-15%	18µM*	-91%[inhibitor]
CCOc1cccc(NCc2cc3c(C(C)(C)C)nn(-c4ccccc4)c3[nH]c2=O)c1	0%	-1%	-17%	-2%	14%	0%	4	3%	0%	-10%	-41%
Nc1nc(SCC(=O)N2CCCc3ccccc32)[nH]c(=O)c1-c1ccccc1	0%	-1%	?	-10%	17%	?	1	9%	1%	?	-4%
O=C(Nc1cccc([N+](=O)[O-])c1)c1ccncc1	-4%	-1%	25%	-7%	-26%	1%	-5	-3%	5%	-10%	2%
O=C(c1ccccc1)c1ccc(CN2C(=O)c3ccccc3C2=O)o1	1%	-2%	35%	-1%	0%	-3%[2.3 µM]	3	20%	-1%	1%	5%
CCSc1ncc(Cl)c(C(=O)N(Cc2ccc(N(C)C)cc2)C2CCS(=O)(=O)C2)n1 (centres undefined)	-5%	-2%	-7%	-7%	3%	0%	3	-2%	-10%	?	2%
C/C(=N\NC(=O)c1cccc2ccccc12)c1cccnc1	0%	6%	nt	0%	nt	-3%	-4	nt	-3%	6%	5%
Cc1ccnc(NS(=O)(=O)c2ccc(NS(=O)(=O)c3ccc(Br)cc3)cc2)n1	-1%	-4%	-9%	-5%	3%	-2%	1	14%	0%	8%	-2%

Source: PubChem BioAssay
